IL2 activator – activators of IL-2 | IL-2 activation reporter assay, cell-based qHTS; stimulated with anti-CD3/CD4/CD28 beads; in transgenic mouse T cells | activation, % (series mostly up to about 46 µM) | 360,000 compounds, 0.065% hits; in the data active = activation above about 50%; inconclusive = mostly about 30% to 49%; also: 0% is about no effect
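Readout: EGFP and DsRed signals by fluorescent plate cytometry. Unstimulated transgenic mouse T cells received compound 60 min before antibody-bead stimulation, then incubated 18 h at 37 degrees C.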
PI5P4K alpha inh – PI5P4K alpha (human) kinase inhibition; PI5P4Kalpha enzyme, ADP-Glo luminescence, 60 min; stronger effect = lower value; max response, %; AID 652105; 330,000 compounds, 1.2% hits; active = max response of -50% or lower; inconclusive = between -30% and -50%; inactive = -30% or higher; also: value at the top dose of about 77 µM; % is scaled to controls: 0 for no effect and ±100 for the full control effect
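Single end-point luminescence (ADP-Glo) quantified ADP from PI5P4Kalpha turnover; ATP 5 microM final, 1 h at RT, 0.1% CHAPS and 0.28 mM EGTA in HEPES pH 7.4.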
PLK1 PBD block – PLK1 (human) polo-box domain binding inhibition; P53350; Plk1 PBD binding of FITC phosphopeptide, fluorescence polarization; 360,000 compounds, 2.8% hits; Potency, µM, for the others: max response, negative = inhibition, actives largely listed as inhibitors; AID 720504; also: potency is read from the fitted curve at half-maximal effect; series mostly up to about 57 µM; % is scaled to controls: 0 for no effect and ±100 for the full control effect; nearly all actives have a fitted effect of over 65% in size
Abeta yeast res – A-beta toxicity reversal in yeast. yeast expressing A-beta42, growth rescue, OD600, 48 h; response scale: 0% DMSO, 100% iron-clioquinol control. 410,000 compounds, 0.063% hits. AID 1347071. Potency, µM (titrated, usually from 46.1 µM), without a hit: top-dose growth rescue, actives largely listed as activators; also: potency is read from the fitted curve at half-maximal effect; nearly all actives have a fitted effect of over 55% in size
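Growth rescue measured by 600 nm absorbance after 48 h yeast culture at 30 C with compound. Values normalized between DMSO and an equimolar ferric chloride plus clioquinol control.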
EPAC1 antagonist – blocks human EPAC1 exchange factor | EPAC1 GEF assay, Rap1b-BODIPY-GDP exchange fluorescence | AID 720709 | 360,000 compounds, 0.14% hits | O95398 | Potency, µM (titrated, usually from 115 µM), for the others: at the highest dose activity change, negative = inhibition, actives largely listed as inhibitors;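 also: potency is read from the fitted curve at half-maximal effect; plate controls were vehicle for no effect and positive control for full effect; nearly all actives have a fitted effect of over 50% in size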
EPAC1 agonist – activates human EPAC1 exchange factor. EPAC1 agonist qHTS, biochemical assay; response scale: 100% = response to 6.5 mM cAMP. Potency, µM (highest dose often 154 µM), for inactives: at the top dose activation, most hits filed as activators. 360,000 compounds, 0.073% hits. AID 720707; also: potency is read from the fitted curve at half-maximal effect; nearly all actives have a fitted effect of over 60% in size
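Nucleotide exchange assay: 100 nM EPAC1 with 250 nM Rap1B loaded with BODIPY-GDP and 50 uM GDP, room temperature. Fluorescence (480/540 nm) read every 5 min for 30 min; signal change normalized to 6.5 mM cAMP as full agonist.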
WRN helicase inh – blocks human WRN helicase | Potency, µM (top dose mostly 114 µM), without a hit: top-dose activity change, negative = inhibition, most hits filed as inhibitors | 360,000 compounds, 0.46% hits | WRN helicase unwinding, fluorescent forked duplex, kinetic; also: potency is read from the fitted curve at half-maximal effect; % is scaled to controls: 0 for no effect and ±100 for the full control effect; nearly all actives have a fitted effect of over 55% in size
Target sequence (Q14191 whole entry, looked up): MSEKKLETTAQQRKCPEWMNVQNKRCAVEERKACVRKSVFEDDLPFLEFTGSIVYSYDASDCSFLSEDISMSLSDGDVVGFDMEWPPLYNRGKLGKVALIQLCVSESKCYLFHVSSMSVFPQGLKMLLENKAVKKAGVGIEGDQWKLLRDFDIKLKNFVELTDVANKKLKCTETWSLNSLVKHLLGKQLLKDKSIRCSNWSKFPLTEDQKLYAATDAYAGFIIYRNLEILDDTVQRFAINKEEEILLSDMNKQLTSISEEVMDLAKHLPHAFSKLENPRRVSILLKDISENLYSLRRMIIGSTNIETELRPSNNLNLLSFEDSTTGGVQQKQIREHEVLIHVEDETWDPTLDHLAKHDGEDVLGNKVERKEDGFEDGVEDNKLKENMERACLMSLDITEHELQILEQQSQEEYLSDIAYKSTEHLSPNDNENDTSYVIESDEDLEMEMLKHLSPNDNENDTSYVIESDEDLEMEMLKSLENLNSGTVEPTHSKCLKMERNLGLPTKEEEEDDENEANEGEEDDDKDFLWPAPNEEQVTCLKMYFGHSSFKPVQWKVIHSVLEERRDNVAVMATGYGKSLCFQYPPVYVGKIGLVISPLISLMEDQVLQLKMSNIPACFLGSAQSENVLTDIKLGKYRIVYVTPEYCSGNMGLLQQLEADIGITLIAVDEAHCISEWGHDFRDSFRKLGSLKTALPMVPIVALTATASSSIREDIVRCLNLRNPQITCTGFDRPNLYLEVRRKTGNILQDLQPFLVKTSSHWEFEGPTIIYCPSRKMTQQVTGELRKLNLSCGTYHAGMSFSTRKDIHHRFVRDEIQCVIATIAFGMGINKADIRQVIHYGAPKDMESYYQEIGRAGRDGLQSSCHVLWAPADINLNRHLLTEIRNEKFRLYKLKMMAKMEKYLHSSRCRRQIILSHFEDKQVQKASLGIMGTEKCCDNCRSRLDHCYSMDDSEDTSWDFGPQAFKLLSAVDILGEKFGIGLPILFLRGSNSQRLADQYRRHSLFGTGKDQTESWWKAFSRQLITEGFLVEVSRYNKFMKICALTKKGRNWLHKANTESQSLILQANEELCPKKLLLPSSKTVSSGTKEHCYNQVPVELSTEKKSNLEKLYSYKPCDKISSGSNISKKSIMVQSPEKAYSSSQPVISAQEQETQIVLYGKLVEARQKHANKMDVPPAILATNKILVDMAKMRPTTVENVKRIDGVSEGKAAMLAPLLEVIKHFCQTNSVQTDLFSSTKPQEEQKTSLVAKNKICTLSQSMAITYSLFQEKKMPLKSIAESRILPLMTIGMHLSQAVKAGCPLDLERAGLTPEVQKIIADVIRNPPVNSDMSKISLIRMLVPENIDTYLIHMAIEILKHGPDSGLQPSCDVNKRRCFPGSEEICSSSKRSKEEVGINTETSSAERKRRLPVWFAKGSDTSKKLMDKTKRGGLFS
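Kinetic red-fluorescence monitoring (525/598 nm) tracks WRN helicase activity after 100 nM fluorophore-quencher forked duplex and 2 mM ATP are added to 20 nM enzyme pretreated 15 min at room temperature with compound.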
FUS suppressor – FUS proteinopathy suppression in yeast. Potency, µM (titrated, usually from 76.6 µM), without a hit: at the highest dose growth rescue (activation), hits mostly activators. 390,000 compounds, 0.24% hits. S. cerevisiae FUS-expressing, growth rescue, OD600, 24 h;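 also: potency is read from the fitted curve at half-maximal effect; plate controls were DMSO vehicle for no effect and reference control for full effect; nearly all actives have a fitted effect of over 55% in size; some results filed as inactive show a strong effect at the top dose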
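Absorbance at 600 nm, taken 24hr after compound addition, measured rescue of FUS-yeast growth at 30C. Induction used 2% galactose with seeding at OD 0.005. Controls: CP55940 from 92uM final, DMSO only.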
Active calls of the source: *; ? = inconclusive; · = no result given; & = joins results of further samples; [ ] = dose if it differs, or a comment. Unless noted, calls follow the shape of the dose curve; as a rule, active = well fitted curve in the direction sought with a large enough effect; inconclusive = small, poorly fitted or top-dose-only effect, or another doubt; inactive = no such curve, though single readings can be large; an effect the other way counts as inactive or inconclusive.

#	canonical_smiles	IL2 activator	PI5P4K alpha inh	PLK1 PBD block	Abeta yeast res	EPAC1 antagonist	EPAC1 agonist	WRN helicase inh	FUS suppressor
1	CCOC(=O)N1CCN(C(=O)c2ccc3c(c2)N(Cc2cccc(Cl)c2)C(=O)c2ccccc2S3=O)CC1 (centres undefined)	-0.8	-8	-12%	-3%&9%	-7%	7%	-2%	?
2	COC(=O)[C@@H]1C[C@@]2(O)[C@@H](O)[C@@H](O)[C@@H](O)C[C@H]2N1Cc1ccc(Cl)cc1	-0.8	0	-5%	-2%	-13%	6%	1%	-17%
3	COc1cccc(NC(=O)CN(C)C(=O)c2cc(S(=O)(=O)Nc3ccccc3OC)ccc2C)c1	0.3	3	-12%	1%	-28%	3%	-1%	18%
4	CCOC(=O)[C@]12CCC=C1N(Cc1ccc3c(c1)OCO3)C(=O)[C@H](CC(=O)N1CCCC1)C2	0.3	-2	-3%	10%	-20%	0%	-5%	9%
5	COC(=O)c1cc(NC(=O)CN2CCC(C(N)=O)(N3CCCCC3)CC2)cc(C(=O)OC)c1	-1.8	·	-8%	9%	-2%	5%	-8%	19%
6	Cc1cc(S(=O)(=O)NC2CCN(Cc3ccccc3)CC2)c(C)cc1Cl	-0.3	12	-1%	15%	-28%	0%	-19%	-11%
7	O=C1N(O)C2(C=CCCC2)/C(=N\O)C12CCCCC2 (centres undefined)	-0.1	0	30µM*	1%	9%	-5%	6%	4%
8	Cc1ccc(/C=C/C(=O)NCc2ccncc2)cc1	-5.1	-4	-3%	2%	-1%	-5%	-21%	·
9	Cc1ccc(-n2c(=O)c3c4c(sc3n(Cc3cc(=O)n5ccccc5n3)c2=O)CCC4)cc1C	-0.5	-1	-5%	8%&-1%	-10%	3%	7%	11%
10	COCCN(CC(=O)NCC1CCCO1)C(=O)CCC(=O)Nc1cc(C)ccn1 (centres undefined)	0.4	4	-3%	4%	-7%	-4%	-13%[57.1 µM]	18%
11	OCCN1CCN(c2ncnc3sc(-c4ccccc4)cc23)CC1	1.0	14	-18%	-6%	-1%	5%	3%[57.1 µM]	2%
12	CCn1c(Cc2ccccc2)nnc1SCc1ccc([N+](=O)[O-])cc1	1.2	1	-7%	14%	7%	0%	2%	-2%
13	Cc1ccc(C(=O)N2CCN(c3ccc(NC(=O)Cc4ccccc4)cc3)CC2)cc1	-1.7	8	-6%	4%	4%	-1%	-24%	·
14	CCOC(=O)C(C)Sc1cc(CS(=O)(=O)c2ccccc2)nc(-c2ccccc2)n1 (centres undefined)	-3.0	·	0%	17%	-1%	3%	-6%	?
15	Cc1ccc(NC(=O)CSCC(=O)Nc2cc(Cl)ccc2N2CCOCC2)cc1	-2.0	1	-2%	4%	-1%	-1%	-3%	33%
16	CCCCCCCC(=O)NN1CCOCC1	0.2	1	-3%	-16%	20%	-10%	-21%	-10%
17	NC(=O)C1=C[C@H](c2ccc(C(F)(F)F)cc2)C[C@H](OCCCCO)O1	1.5	2	-16%	-24%	-17%	8%	-3%	1%
18	CCCCCC(=O)Nc1ccc(S(=O)(=O)NC2=NCCCCC2)cc1	0.3	0	3%	-18%	-8%	5%	1%	-7%
19	CC(C)CN(C(=O)COc1ccc(C(C)(C)C)cc1)C1CCS(=O)(=O)C1 (centres undefined)	0.5	3	-2%	19%	-1%	27%	0%	18%
20	Cc1cccc(-c2noc(CNS(=O)(=O)c3ccccc3)n2)c1	0.1	7	0%	1%	-3%	9%	0%	15%

Whole records, looked up by structure. Values in the order: IL2 activator	PI5P4K alpha inh	PLK1 PBD block	Abeta yeast res	EPAC1 antagonist	EPAC1 agonist	WRN helicase inh	FUS suppressor
`CCOC(=O)[C@]12CCC=C1N(Cc1ccc3c(c1)OCO3)C(=O)[C@H](CC(=O)N1CCCC1)C2` is listed with 0.3	-2	-3%	10%	-20%	0%	-5%	9%
`CC(C)CN(C(=O)COc1ccc(C(C)(C)C)cc1)C1CCS(=O)(=O)C1` (centres undefined) is listed with 0.5	3	-2%	19%	-1%	27%	0%	18%
`CCOC(=O)C(C)Sc1cc(CS(=O)(=O)c2ccccc2)nc(-c2ccccc2)n1` (centres undefined) is listed with -3.0	·	0%	17%	-1%	3%	-6%	?
`Cc1ccc(-n2c(=O)c3c4c(sc3n(Cc3cc(=O)n5ccccc5n3)c2=O)CCC4)cc1C` is listed with -0.5	-1	-5%	8%&-1%	-10%	3%	7%	11%
`CCOC(=O)N1CCN(C(=O)c2ccc3c(c2)N(Cc2cccc(Cl)c2)C(=O)c2ccccc2S3=O)CC1` (centres undefined) is listed with -0.8	-8	-12%	-3%&9%	-7%	7%	-2%	?

Next compounds:
nr | SMILES | IL2 activator | PI5P4K alpha inh | PLK1 PBD block | Abeta yeast res | EPAC1 antagonist | EPAC1 agonist | WRN helicase inh | FUS suppressor
21 | CCOC(=O)c1ccc(-c2ccc(/C=N/NC(=O)CN(c3ccccc3Cl)S(C)(=O)=O)o2)cc1 | -0.4 | 2 | -8% | -8% | -12% | 1% | -4% | 6%
22 | Cc1ccc(NC(=O)CS(=O)(=O)c2cn(CC(=O)N3CCOCC3)c3ccccc23)cc1 | 0.1 | 2 | -6% | -20% | -3% | 9% | -5% | 9%
23 | c1cn2c(-c3ccc(N4CCOCC4)cc3)cncc2n1 | 0.0 | 1 | 1% | -6% | 0% | -3% | -6% | -19%
24 | CCOC(=O)N1CCN(S(=O)(=O)c2cc(Br)cc3c2N(C(C)=O)C(C)C3)CC1 (centres undefined) | 1.2 | 3 | -3% | 13% | -6% | 0% | -6% | 6%
25 | C=C(C)C1CC=C(C)/C(=N/Nc2ccccc2[N+](=O)[O-])C1 (centres undefined) | 0.8 | 3 | -1% | -9% | 17% | -2% | -9% | 18%
26 | Cc1ccc(S(=O)(=O)NC(=O)C2(C)CCN2C(=O)COc2ccc(Cl)cc2)nc1 (centres undefined) | -0.6 | 3 | -6% | -2% | -19% | 1% | -6% | -17%
27 | COc1ccc(C(=O)C2CCCN(Cc3cccn3-c3cccnc3)C2)cc1OC (centres undefined) | -4.6 | 1 | -4% | 8% | -6% | 3% | 2% | 17%
28 | CNc1cc(C(F)(F)F)nc(-c2ccccn2)n1 | -1.6 | -1 | 0% | 7% | 7% | -3% | 4% | 9%
29 | COc1cccc(C(=O)NNC(=O)C(=O)Nc2cccc3ccccc23)c1 | -0.3 | 9 | 2% | -2% | -7% | 3% | -12% | 2%
30 | COc1ccc(S(=O)(=O)Nc2ccc3c(c2)C(=O)N([C@H](C)CO)C[C@H](C)[C@@H](CN(C)S(=O)(=O)c2ccc(F)cc2)O3)cc1 | 0.8 | 0 | -3% | -16% | 8% | -6% | -1% | ?
31 | COC(=O)[C@@]12C[C@@H](CC(=O)NCC3CCCCC3)C(=O)N(Cc3ccco3)C1=CCC(C)(C)C2 | -1.1 | -3 | -9% | 12% | -6% | -12% | -6% | 42%
32 | Cc1cc(C)nc(NC(=O)c2cc3ccccc3o2)n1 | -1.5 | · | -12% | -38%[inhibitor] | 3% | -2% | -1% | -8%
33 | Cc1cc2oc(C(=O)NCc3ccc4c(c3)OCO4)c(C)c2cc1C | -0.4 | 0 | ? | 9% | -6% | 16% | -4% | 0%
34 | Cc1cc(=O)n2[nH]c(CCC(=O)O)nc2n1 | 0.4 | 1 | -10% | -4% | -7% | 9% | 0% | 11%
35 | O=c1[nH]c(=S)n(-c2cccc(C(F)(F)F)c2)c(O)c1C=NCCN1CCNCC1 | 1.4 | -5 | 1% | 1% | 8% | -1% | -3% | 14%
36 | COC(=O)c1cc(Br)c(=O)n(CCc2ccc(O)cc2)c1 | -0.7 | 2 | -2% | 3% | 17% | 0% | 6% | 26%
37 | COc1ccc(S(=O)(=O)N2CCN(C)CC2)c2ccccc12 | -3.8 | 0 | -3% | -20% | -3% | -5% | -3% | -13%
38 | COc1ccccc1CNC(=O)C(=O)NCC1OCCN1S(=O)(=O)c1cccs1 (centres undefined) | -2.0 | -16 | ? | 0% | -24% | 5% | -1% | 20%
39 | COCCCNCCOc1ccccc1-c1ccccc1 | -2.3 | 3 | -1% | 2% | 4% | 5% | -8% | 7%
40 | O=C(CCCNS(=O)(=O)c1cccc2nsnc12)NCCc1ccccc1 | -2.4 | · | -7% | 3% | -1% | 10% | 9% | 19%
41 | CCOC(=O)C1CCN(C(=O)c2ccc(OC3CCN(C(=O)COC)CC3)cc2)CC1 | 1.8 | 1 | -14% | 5% | 5% | 1% | 2% | 5%
42 | Cc1ccc(C(=O)N[C@@H](Cc2ccccc2)C(=O)N2CCC3(CC2)NCCc2[nH]cnc23)cc1C | 0.5 | -4 | 5% | -14% | -7% | -4% | -2% | -7%
43 | CC(C)CC(c1nnnn1Cc1ccco1)N1CCN(C2CCCC2)CC1 (centres undefined) | -1.8 | 0 | -1% | 5% | 9% | -2% | 5% | 16%
44 | O=C(Cc1cccs1)Nc1ccc(F)cc1F | -1.2 | ? | 0% | 4% | -10% | 0% | -8% | -10%
45 | O=C(Nc1ccc(Cl)cn1)c1ccc2nccnc2c1 | -1.7 | ? | -6% | -5% | -7% | 4% | -7% | -6%
46 | COc1ccc2c(CC(=O)Nc3c(C)n(C)n(-c4ccccc4)c3=O)coc2c1 | 0.4 | -8 | -9% | -5% | -12% | 16% | -28% | 1%
47 | CC1(C)NC(=O)N(CC(=O)N2CCN(c3ccc([N+](=O)[O-])cc3)CC2)C1=O | 0.8 | 1 | -3% | 1% | 9% | -8% | -10% | 13%
48 | COC(=O)c1cc(NS(=O)(=O)c2ccc(N3CCOCC3)c([N+](=O)[O-])c2)cc(C(=O)OC)c1 | -1.3 | -5 | -8% | 6% | 0% | 12% | -1% | 7%
49 | COc1cc(C=Nc2cccc([N+](=O)[O-])c2C)ccc1OC(C)=O | 1.0 | -9 | -15% | 9% | -8% | -4% | -17% | ·
50 | COCCCNCCCCOc1ccccc1-c1ccccc1 | -0.5 | 1 | -1% | 8% | 1% | 1% | -6% | ·
51 | CN(Cc1cc2ccccc2[nH]c1=O)C(=O)c1cccs1 | -0.1 | 0 | -14% | -5% | 6% | -1% | 14% | 12%
52 | O=C(Cc1ccccc1F)Nc1ccc(Cl)nc1 | 1.2 | · | -5% | 29% | 8% | 3% | 2% | 19%
53 | O=C(C=CC(=O)Nc1ccc(F)cc1F)Nc1ccc(F)cc1F | 0.5 | -6 | 0% | -4% | -12% | -18% | 8%[57.1 µM] | -20%
54 | COc1ccccc1/C=C/C(=O)OCC(=O)Nc1c(C)nn(-c2ccccc2)c1C | -0.5 | 4 | 5% | -10% | -6% | 11% | -9% | 30%

Assay outcomes (PubChem BioAssay)

Outcome played no part in choosing rows, and some 4.1% of all compounds hit somewhere here.
